P. falciparum M17LAP – P. falciparum M17LAP inhibitors, primary screen, biochemical, fluorogenic H-Leu-NHMec substrate, 1536-well (AID 1619); recombinant M17LAP, H-Leu-NHMec fluorogenic kinetic assay; higher % means a stronger effect; one-dose inhibition, % at 30 µM; IC50 in µM for titrated hits; 220,000 tested, 0.38% active;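 active means compound inhibiting the enzyme by more than half at any dose during confirmatory dose-response retesting; inconclusive means strong single-dose inhibitors picked by rank but not retested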;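 further: plate controls were full reaction with DMSO carrier for no effect and no enzyme background for full effect; strong numbers were not always called active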
KOR beta-arrestin-1 – kappa opioid receptor activators – cell-based, luminescence, uHTS, primary screen (AID 1777) | KOR beta-arrestin recruitment, luminescence; higher % means a stronger effect | activation, % at 10 µM; hits with a dose series show EC50 in µM | 280,000 tested, 0.02% active; in the data active means activation above about 50%, passing the limit was not always enough; further: a part of the inactive calls stands beside numbers as strong as those of hits
GPR55 beta-arrestin – selective activators of receptor GPR55 – imaging, U2OS cells, beta-arrestin-GFP redistribution, primary screen (AID 1961). U2OS GPR55 beta-arrestin-GFP redistribution imaging; higher % means a stronger effect. one-dose activation, % at 10 µM; EC50 in µM for titrated hits. 290,000 tested, 0.048% active;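 active means activation above 40% with more than 50 cells counted in the well; inconclusive means wells holding fewer than 50 cells, flagged as toxic or sparse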;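 further: U2OS osteosarcoma cells stably expressing GPR55 and beta-arrestin-GFP; plate controls were DMSO negative control for no effect and LPI positive control for full effect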
AID2073 – inhibitors of Mint1-CaV2.2 protein interaction, biochemical, HTRF (AID 2073). HTRF protein-protein interaction, Mint1-CaV2.2; higher % means a stronger effect. inhibition, % at 20 µM, or IC50 in µM where a hit was titrated. 290,000 tested, 0.19% active; in the data active means inhibition mostly above about 51%, no sharp cut-off; inconclusive means no clear call, values can overlap the other calls; inactive means mostly below about 53%; further: some results filed as inactive read as strong as hits
Dynein transport – dynein cargo transport inhibition | z-score, hits read low | 220,000 tested, 0.47% active | 3617.4 mouse cells, GR-EGFP nuclear translocation imaging; test concentration mostly 20 µM; stimulated with dexamethasone, 1 µM; stronger effect = lower value;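 active means plate z-score of nuclear minus cytoplasmic receptor signal below a set negative limit, without overly bright fluorescence or cell loss, cut at about -3.5 in these data, passing the limit was not always enough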;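 further: z-score of nuclear minus cytoplasmic ring GR-EGFP intensity difference per well; some compounds called inactive have numbers as strong as hits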
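Buffer or medium: tet-free, stripped-serum medium; reagent: dexamethasone at 1.0 µM final, 30 min; incubation: 48 h induction, 1 h compound, 30 min dex at 37 °C; measured by: formaldehyde fixation, Hoechst nuclear stain, 10x automated fluorescence imaging; read-out: nuclear-to-cytoplasmic GR-EGFP distribution per well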
HEK293 NOD2/NF-kB – inhibition of NOD2-driven NF-kB reporter – cell-based, luminescence, uHTS, HEK293 (AID 1566) | inhibition, % at 4 µM; hits with a dose series show EC50 in µM | 290,000 tested, 0.63% active | HEK293 NOD2/NF-kB luciferase reporter, luminescence; higher % means a stronger effect; further: many of its hits are not listed in these tables
KOR beta-arrestin-2 – KOR antagonists, beta-arrestin recruitment, cell-based, luminescence, uHTS (AID 1778). KOR beta-arrestin recruitment, luminescence, antagonist mode; higher % means a stronger effect. inhibition, % at 10 µM, or IC50 in µM where a hit was titrated. 290,000 tested, 0.091% active; further: strong numbers were not always called active
P. falciparum M1AAP – malaria alanyl aminopeptidase activity blockers – biochemical, fluorogenic H-Leu-NHMec substrate, 1536-well (AID 1445); recombinant M1AAP, H-Leu-NHMec fluorogenic kinetic assay; higher % means a stronger effect; inhibition, % at 30 µM; hits with a dose series show IC50 in µM; 220,000 tested, 0.42% active;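 active means primary inhibition above the hit cutoff, then over 50% inhibition at one or more dose response concentrations, cut at about 23% in these data, passing the limit was not always enough; inconclusive means conflicting primary data, or primary hits not chosen for dose response; inactive means low primary inhibition, or under 50% at every dose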;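 further: plate controls were DMSO full reaction for no effect and no enzyme background for full effect; strong numbers were not always called active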
NOD1 inhibition – inhibition of NOD1-driven NF-kB reporter – cell-based, luminescence, uHTS, primary screen (AID 1578) | 290,000 tested, 1% active | NOD1-driven NF-kB luciferase reporter cells, luminescence; higher % means a stronger effect | inhibition, % at 4 µM, or EC50 in µM where a hit was titrated; in the data active means inhibition mostly above about 36%, no sharp cut-off; inactive means mostly below about 34%;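 further: HEK-293T reporter cells stimulated with the NOD1 agonist gamma-tri-DAP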
Dynein transport cytoplasmic EGFP – recorded beside Dynein transport, whose call it bears; z-score; measured here: cytoplasmic GR-EGFP intensity; stronger effect = higher value
Dynein transport nuclear GR-EGFP – further read-out of Dynein transport, marked with its call; z-score; measured here: nuclear GR-EGFP intensity;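 lower value marks the stronger effect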
Dynein transport cell count – also measured in Dynein transport; calls as there; z-score; measured here: cell count per field
* = called active by the depositor; ? = inconclusive; / = not tested or not shown; [ ] = remark or other dose. Unless noted, no stated cut-off is given here; in the data, active means inhibition above about 50%; inactive means the rest. The list is partial, so the mix of outcomes need not match the whole.

SMILES	P. falciparum M17LAP	KOR beta-arrestin-1	GPR55 beta-arrestin	AID2073	Dynein transport	Dynein transport cytoplasmic EGFP	Dynein transport nuclear GR-EGFP	Dynein transport cell count	HEK293 NOD2/NF-kB	KOR beta-arrestin-2	P. falciparum M1AAP	NOD1 inhibition
O=C(Cn1cc2c(n1)CCCCC2)N1CCc2ccccc2C1	19%	-0.2%	-0.2%	13%	-1.2	-0.2	-0.44	0.066	2%	17%	5%	-19%
COc1ccccc1-n1cnnc1SCC(=O)N1CCOCC1	/	-6.6%	-0.2%	2%	/	/	/	/	-20%	7%	/	-34%
O=C(CC1S/C(=N\S(=O)(=O)c2ccccc2)N(c2ccccc2)C1=O)Nc1ccc(F)cc1 (centres undefined)	-2%	-0.8%	0.1%	7%	-1.1	-0.33	-0.91	1.1	18%	28%	4%	7%
COc1ccc(C(=O)NCC2OCCc3ccccc32)c(O)c1 (centres undefined)	-2%	1.8%	-0.1%	6%	-0.33	-0.25	-0.25	0.4	-4%	12%	0%	-34%
COc1ccccc1N(C)S(=O)(=O)c1ccc(C(=O)N2CCC(C(N)=O)CC2)cc1	0%	1.3%	0.0%	2%	0.24	-0.19	0.5	0.15	-13%	-20%	15%	-8%
O=C(Nc1nc(-c2ccncc2)cs1)c1ccc(S(=O)(=O)N2CCOCC2)cc1	1%	4.6%	-0.3%	3%	-0.44	-0.3	-0.033	-0.13	6%	-26%	29%	/
CSCC[C@H](NC(=O)NC1CCCC1)C(=O)O	-4%	5.7%	0.0%	5%	0.56	-0.69	-0.027	-1	-30%	-9%	3%	7%
COC(=O)c1c(C)oc(C)c1S(=O)(=O)NCc1ccc(Cl)cc1Cl	24%	/	-0.2%	4%	1.7	-0.2	1.5	-1.1	6%	-34%	1%	-2%
O=C(Nc1ccnn1C1CCN(C2CCCCC2)CC1)c1ccccc1	/	1.1%	0.2%	2%	/	/	/	/	-6%	-4%	/	-6%
O=C(CC1C(=O)NCCN1CC1CCCCC1)NC1(c2ccccc2)CC1 (centres undefined)	-2%	-0.5%	-0.1%	-11%	2.6	-0.13	1.3	-1.7	18%	-7%	0%	-16%
CCOc1ccc(C2C(C(=O)c3cccs3)=C(O)C(=O)N2CCN2CCOCC2)cc1 (centres undefined)	/	2.2%	-0.3%	4%	/	/	/	/	5%	7%	/	-18%
CCCc1ccc(OCc2ccc(C(=O)N3CCCC3)o2)cc1	/	0.2%	-0.1%	6%	/	/	/	/	13%	-2%	/	-2%
COc1cccc(C2NC(=O)NC(C)=C2C(=O)Nc2ccc(C)cc2)c1OC (centres undefined)	2%	-5.1%	0.1%	42%	-0.37	-0.22	0.021	0.14	11%	-5%	-2%	-12%
Cc1cc(C)c(NC(=O)Cn2nnc(C(=O)NCc3cccs3)c2N)c(C)c1	0%	1.7%	0.2%	23%	0.0022	-0.18	0.52	-0.098	-35%	-53%	1%	12%
CN(C)c1ccc(NC(=O)Nc2ccc3snnc3c2)cc1	-6%	0.2%	-0.2%	-19%	3	-0.22	1.6	-1.3	-33%	15%	6%	1%
CC(C)CC(C(=O)Nc1ccc2c(c1)OCCO2)N1C(=O)c2ccccc2C1=O (centres undefined)	1%	-3.4%	0.3%	-5%	0.13	-0.0088	0.45	-0.38	3%	4%	-3%	18%
COc1ccc(NS(=O)(=O)c2cccc(C(=O)NCC(c3ccc(OC)cc3)N3CCOCC3)c2)cc1 (centres undefined)	/	-3.8%	-0.1%	7%	/	/	/	/	11%	33%	/	-17%
O=c1[nH]nc(C(F)(F)F)c2nnn(Cc3ccccc3Cl)c12	/	-2.9%	-0.1%	23%	/	/	/	/	21%	-24%	/	-11%
NNC(=O)CN1C(c2cccc(Cl)c2)=Nc2ccc(Br)cc2C1c1ccccc1 (centres undefined)	3%	-0.1%	0.0%	-7%	-0.42	-0.1	0.075	0.089	13%	-7%	2%	-6%
N#C/C(=C\c1c(N2CCOCC2)nc2ccccn2c1=O)S(=O)(=O)c1ccccc1	9%	1.1%	-0.1%	37%	-1.9	-0.32	-0.79	0.83	-1%	-10%	11%	-28%
COc1ccc(/C=N/NC(=O)c2ccc(Cl)cc2)cc1Cn1cc(Cl)cn1	13%	-5.5%	-0.4%	14%	2.5	-0.029	2.8	-2.1	13%	-2%	11%	-32%
O=[N+]([O-])c1ccc(C[n+]2cccc3c4ccccc4ccc32)cc1	-10%	-4.2%	0.1%	11%	-0.71	-0.26	-0.28	0.69	27%	-4%	8%	-7%
Cc1nnc(N/N=C\c2ccc(-c3ccccc3[N+](=O)[O-])o2)n1N	30%	16%	0.6%	45%	-0.26	-0.32	-0.49	0.92	9%	-26%	6%	-19%
O=C(NCc1ccccc1Br)c1ccc2c(c1)OCCO2	/	-5.0%	-0.2%	4%	/	/	/	/	10%	-15%[20 µM]	/	-18%
CN(C)S(=O)(=O)c1ccc(C(=O)Nc2ccc(OCC(=O)N3CCOCC3)cc2)cc1	6%	0.3%	-0.3%	-5%	-0.48	-0.23	-0.39	0.95	6%	11%	-2%	14%

The final three entries of the section above come first, to join the parts:
SMILES	P. falciparum M17LAP	KOR beta-arrestin-1	GPR55 beta-arrestin	AID2073	Dynein transport	Dynein transport cytoplasmic EGFP	Dynein transport nuclear GR-EGFP	Dynein transport cell count	HEK293 NOD2/NF-kB	KOR beta-arrestin-2	P. falciparum M1AAP	NOD1 inhibition
Cc1nnc(N/N=C\c2ccc(-c3ccccc3[N+](=O)[O-])o2)n1N	30%	16%	0.6%	45%	-0.26	-0.32	-0.49	0.92	9%	-26%	6%	-19%
O=C(NCc1ccccc1Br)c1ccc2c(c1)OCCO2	/	-5.0%	-0.2%	4%	/	/	/	/	10%	-15%[20 µM]	/	-18%
CN(C)S(=O)(=O)c1ccc(C(=O)Nc2ccc(OCC(=O)N3CCOCC3)cc2)cc1	6%	0.3%	-0.3%	-5%	-0.48	-0.23	-0.39	0.95	6%	11%	-2%	14%
CCc1nnc(NC(=O)CSc2ncnc3scc(-c4ccc(C)cc4)c23)s1	10%	-0.9%	0.6%	6%	0.99	-0.2	1.3	-0.82	14%	3%	1%	-16%
CC(C)(C)C(=O)NCCCNc1ccc([N+](=O)[O-])cc1	12%	-9.6%	0.8%	-6%	0.83	-0.24	1.1	-2	1%	-2%[20 µM]	8%	-32%
O=C(COc1ccc(Cl)cc1)NCc1ccncc1	-9%	5.9%	-0.2%	-11%	-0.21	-0.39	-0.17	1.5	11%	-2%	1%	-29%
CC1=C(C(=O)Nc2ccc(F)c(F)c2)C(c2cccs2)NC(=S)N1 (centres undefined)	-4%	0.8%	-0.3%	-4%	-1	-0.28	-0.79	0.93	6%	28%	9%	-18%
CCN1C=C(Cc2ccc(OC)cc2)C2=C(C1)C(c1ccc(OC)cc1)C(C#N)=C(N)O2 (centres undefined)	7%	1.2%	0.1%	-9%	-1.1	-0.091	0.05	0.25	2%	-17%	1%	4%
O=C(NCCOc1ccccc1F)C1CCC(=O)N(CC2CCCCC2)C1 (centres undefined)	/	-0.1%	0.2%	3%	/	/	/	/	8%	9%	/	-18%
COCCN1C(=O)/C(=C/c2ccc(N3CCCC3)cc2)SC1=S	2%	16%	3.5%	?	-5.1	14	-0.43	0.46	3%	-167%	4%	-42%
Cc1ccc(-n2ncc3c(NNC(=O)c4ccco4)ncnc32)c(C)c1	-6%	-4.6%	0.2%	9%	-1	-0.24	-0.73	1.3	15%	-26%	-1%	-36%
O=C(NCCC1=CCCCC1)C1CCCN(c2nc3ccccc3o2)C1 (centres undefined)	-6%	16%	-0.1%	11%	-0.6	-0.39	-0.49	-0.092	2%	-64%	3%	45%
Cc1cc(C)cc(NC(=O)c2cccc(C(=O)Nc3cc(C)cc(C)c3)n2)c1	/	0.6%	-0.3%	23%	/	/	/	/	0%	-47%[20 µM]	/	-44%
CC1CCN(C(=O)Cn2cc3c(n2)CCCC3)CC1	27%	-3.8%	0.2%	-1%	-0.47	-0.23	-0.19	-0.002	-2%	17%	7%	-13%
N#Cc1c(SC(C(=O)O)c2ccccc2)nc2c(c1-c1cccs1)CCCC2 (centres undefined)	23%	3.2%	-0.1%	32%	1.6	-0.24	0.6	-0.34	32%	-38%	13%	3%
COc1cccc(C2CC(c3ccc(C)cc3)n3nc(N)nc3N2)c1 (centres undefined)	1%	-2.3%	-0.1%	0%	-0.58	-0.21	-0.091	0.44	6%	16%	-3%	-10%
CCOC(=O)c1sc2nc3c(cc2c1N)COC(C)(C)C3	-7%	-1.9%	-0.1%	-11%	-0.15	-0.23	-0.18	-0.04	-56%	29%	-1%	-63%
CCSc1oc(-c2ccco2)nc1S(=O)(=O)c1ccc(F)cc1	-4%	4.0%	0.6%	6%	-0.42	-0.15	0.29	0.56	3%	17%	9%	/
O=C(O)CCCC(=O)Nc1ccc(C(=O)NCc2cccnc2)cc1	3%	-1.7%	-0.3%	2%	-0.047	-0.24	-0.22	0.72	13%	-29%	3%	4%
Cn1cc(CN2CCCCC2C(=O)Nc2ccc(-n3cccn3)cc2)cn1 (centres undefined)	/	-1.0%	-0.1%	33%	/	/	/	/	2%	13%	/	-16%
O=C(Nc1ccc(S(=O)(=O)Nc2nccs2)cc1)c1ccc(F)c(S(=O)(=O)N2CCOCC2)c1	10%	-1.2%	0.1%	18%	-0.5	-0.18	-0.012	-0.079	22%	1%	9%	-33%
O=S(=O)(NC1CCc2ccccc21)c1ccc(S(=O)(=O)N2CCCC2)cc1 (centres undefined)	-4%	1.5%	-0.1%	-3%	0.18	-0.27	0.73	-0.25	2%	3%	6%	-10%
CC1CCCCC1NC(=O)CN1CCC(O)(c2ccc3c(c2)OCO3)CC1 (centres undefined)	6%	/	-0.1%	16%	-0.38	-0.15	-0.29	-0.61	4%	7%[20 µM]	8%	-28%
COCC(C)NC(=O)CSc1ncnc2sc(-c3ccccc3)cc12 (centres undefined)	/	6.8%	-0.1%	8%	/	/	/	/	18%	5%	/	-17%
CCCOc1ccc(N2C(=O)CC(N(CCc3ccc(OC)cc3)C(=O)c3ccccc3)C2=O)cc1 (centres undefined)	-1%	0.9%	-0.2%	25%	-0.06	-0.27	-0.44	0.84	23%	26%	3%	-11%

Screening data deposited in PubChem BioAssay by several laboratories.
